JMJD2A Tudor inh: qHTS Assay for Inhibitors of JMJD2A-Tudor Domain | Lysine-specific demethylase 4A (Homo sapiens), O75164 | AlphaScreen JMJD2A-Tudor / H3K4me3 peptide binding | Potency, µM (doses to about 114 µM), without a hit: top-dose activity change, negative = inhibition, most hits filed as inhibitors | 390,000 tested, 4.4% active; also: % is scaled to controls: 0 for no effect and ±100 for the full control effect; nearly all actives have a fitted effect of over 50% in size
Target sequence (O75164 whole entry, looked up, the tested form may be a part): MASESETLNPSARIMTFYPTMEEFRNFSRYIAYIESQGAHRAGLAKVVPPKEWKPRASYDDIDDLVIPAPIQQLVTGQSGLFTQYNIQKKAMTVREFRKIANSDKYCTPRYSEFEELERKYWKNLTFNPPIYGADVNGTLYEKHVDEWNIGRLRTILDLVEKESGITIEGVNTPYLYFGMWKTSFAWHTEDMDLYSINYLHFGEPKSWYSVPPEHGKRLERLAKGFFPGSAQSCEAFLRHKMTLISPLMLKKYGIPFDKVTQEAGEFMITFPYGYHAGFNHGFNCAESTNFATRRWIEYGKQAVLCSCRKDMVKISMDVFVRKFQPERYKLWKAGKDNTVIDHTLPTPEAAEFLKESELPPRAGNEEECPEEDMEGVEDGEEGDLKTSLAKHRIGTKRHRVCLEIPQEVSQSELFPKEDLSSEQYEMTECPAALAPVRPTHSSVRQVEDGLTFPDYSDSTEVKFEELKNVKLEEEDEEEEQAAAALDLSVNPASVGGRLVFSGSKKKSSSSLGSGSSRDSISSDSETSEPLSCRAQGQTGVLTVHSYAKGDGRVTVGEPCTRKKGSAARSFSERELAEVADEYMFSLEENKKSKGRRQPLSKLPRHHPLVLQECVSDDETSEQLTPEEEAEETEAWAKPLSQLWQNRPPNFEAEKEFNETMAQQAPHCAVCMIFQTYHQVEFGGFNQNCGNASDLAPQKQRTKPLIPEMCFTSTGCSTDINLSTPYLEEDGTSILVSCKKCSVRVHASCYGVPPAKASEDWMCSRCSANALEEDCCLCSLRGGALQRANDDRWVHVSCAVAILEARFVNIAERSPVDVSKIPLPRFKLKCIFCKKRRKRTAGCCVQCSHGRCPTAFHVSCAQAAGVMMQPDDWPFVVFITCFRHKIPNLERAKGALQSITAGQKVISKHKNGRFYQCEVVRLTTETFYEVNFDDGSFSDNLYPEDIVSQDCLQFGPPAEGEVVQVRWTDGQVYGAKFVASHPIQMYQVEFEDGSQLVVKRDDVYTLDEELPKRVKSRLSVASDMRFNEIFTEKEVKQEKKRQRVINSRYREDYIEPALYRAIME
BAZ2B inh: qHTS Assay for Inhibitors of BAZ2B. AID 504333, 2011. 360,000 tested, 4.4% active. AlphaScreen BAZ2B-H3K14Ac peptide displacement. Potency, µM (highest dose often 114 µM), for the others: at the top dose activity change, negative = inhibition, most hits filed as inhibitors; also: % is scaled to controls: 0 for no effect and ±100 for the full control effect; nearly all actives have a fitted effect of over 60% in size
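In this displacement format the biotinylated H3(5-23) peptide acetylated at Lys14 serves as ligand at 50 nM, with BAZ2B at 50 nM in PBS pH 7.4 containing 0.01% Tween-20. Donor and acceptor beads are 10 ug/mL final.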
POLK inh: qHTS for Inhibitors of Polymerase Kappa; purified Pol kappa, fluorescent DNA synthesis assay, 10 min; DNA polymerase kappa (Homo sapiens), Q9UBT6; 400,000 tested, 0.53% active; Potency, µM (top dose mostly 107 µM), inactives show top-dose activity, negative = inhibition, hits mostly inhibitors; also: % is scaled to controls: 0 for no effect and ±100 for the full control effect
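10 nM Pol kappa preincubated 15 min at room temperature with compounds, then reaction started with substrate at 50 nM final. Fluorescence read kinetically at 0 and 10 min; buffer-only wells served as negative control.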
G9a inh: qHTS Assay for Inhibitors of Histone Lysine Methyltransferase G9a | Histone-lysine N-methyltransferase EHMT2 (Homo sapiens), Q96KQ7 | G9a H3K9 monomethylation, AlphaScreen, 2 h | Potency, µM (doses to about 102 µM), for the others: at the highest dose activity, negative = inhibition, most hits filed as inhibitors | 350,000 tested, 8.8% active; also: % is scaled to controls: 0 for no effect and ±100 for the full control effect; nearly all actives have a fitted effect of over 75% in size
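G9a (20 nM) was preincubated 15 min with compound, then reacted 2 h at room temperature with 500 nM biotin-H3K9 peptide and 20 µM SAM. Monomethyl-H3K9 detected by AlphaScreen using anti-H3K9me1 antibody.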
BLM inh: qHTS Assay for Inhibitors of Bloom's syndrome helicase (BLM) | 350,000 tested, 0.2% active | Potency, µM (top dose mostly 56.1 µM), inactives show top-dose activity change, negative = inhibition, actives largely listed as inhibitors | RecQ-like DNA helicase BLM (Homo sapiens), P54132 | recombinant BLM DNA unwinding, fluorescence dequenching;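 also: plate controls were vehicle for no effect and no enzyme for full effect; nearly all actives have a fitted effect of over 35% in size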
Pol eta inh: qHTS for Inhibitors of Polymerase Eta. DNA polymerase eta (Homo sapiens), Q9Y253. recombinant Pol eta, fluorescent DNA replication assay. Potency, µM (highest dose often 114 µM), for the others: at the highest dose activity change, negative = inhibition, most hits filed as inhibitors. 390,000 tested, 1.2% active; also: % is scaled to controls: 0 for no effect and ±100 for the full control effect
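Pol eta at 10 nM preincubated with compounds 15 min at room temperature; reaction started with fluorescent substrate (50 nM final) and read kinetically at 0 and 10 min.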
POLB inh: qHTS Assay for Inhibitors of DNA Polymerase Beta; P06746; Pol beta primer extension/strand displacement, fluorescence kinetic; Potency, µM (top dose mostly 114 µM), inactives show at the top dose activity change, negative = inhibition, usual class: inhibitors; 340,000 tested, 1.3% active; AID 485314, 2010; also: % is scaled to controls: 0 for no effect and ±100 for the full control effect
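Pol beta (10 nM) was preincubated with compound for 15 min at room temperature. The reaction was then started with 50 nM substrate and read immediately and after a further 10 min at room temperature.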
Pol iota inh: qHTS for Inhibitors of Polymerase Iota; Potency, µM (series often up to 115 µM), for the others: at the top dose activity, negative = inhibition, hits mostly inhibitors; 390,000 tested, 1% active; Pol iota fluorescent replication assay, 10 min; DNA polymerase iota (Homo sapiens), Q9UNA4
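Pol iota at 10 nM preincubated 15 min with compounds at room temperature; reaction started with fluorescent substrate, 50 nM final. Fluorescence read kinetically at 0 and 10 min; buffer-only wells as negative control.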
APEX1 inh: qHTS Assay for Inhibitors of the Human Apurinic/apyrimidinic Endonuclease 1 (APE1) | Potency, µM (highest dose often 65.8 µM), for the others: at the highest dose activity change, negative = inhibition, usual class: inhibitors | AID 2517, 2012 | 350,000 tested, 0.35% active | DNA repair nuclease/redox regulator APEX1 (Homo sapiens), P27695 | recombinant APE1, TAMRA/BHQ-2 abasic DNA cleavage fluorescence;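 also: plate controls were vehicle for no effect and reference inhibitor for full effect; nearly all actives have a fitted effect of over 55% in size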
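Measures dequenching upon AP-site incision of a 5'-TAMRA/3'-BHQ-2 THF-containing duplex, 50 nM; human APE1 0.75 nM after 15 min room-temperature exposure to compound; kinetic three-point read at one-minute spacing.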
Active calls of the source: *; ? = inconclusive; nt = no result given; & = joins results of further samples; [ ] = dose if it differs, or a comment. Calls follow the shape of the dose curve; as a rule, active = well fitted curve in the direction sought with a large enough effect; inconclusive = small, poorly fitted or top-dose-only effect, or another doubt; inactive = no such curve, though single readings can be large; an effect the other way counts as inactive or inconclusive. Potency is read from the fitted curve at half-maximal effect. This is a subset; the hit share may differ from the screen's.

Start of the listing, in advance, 5 compounds:
JMJD2A Tudor inh	BAZ2B inh	POLK inh	G9a inh	BLM inh	Pol eta inh	POLB inh	Pol iota inh	structure	APEX1 inh
-6%[11.4 µM]	-13%	-12%	-10%	-1%	9%	-3%	36%	CCNS(=O)(=O)c1ccc(NC(=O)Cn2cc([N+](=O)[O-])cn2)cc1	-2%
2%	-22%	-9%	1%[59 µM]	1%	-4%	-15%	-2%	CCOC(=O)c1ccc(NC(=O)CSc2nnc(CNC(=O)c3ccc(OC)cc3)n2CC)cc1	nt
-23%	0%	-3%	-7%[59 µM]	-2%	-12%	0%	-16%	Cc1c(Cl)cccc1NC(=O)[C@@H](NC(=O)c1ccccc1Cl)C(C)C	?
-6%	-3%	3%	?	-2%	-8%	8%	-21%	COc1cc(C(CC(=O)NCc2ccccc2)N2Cc3ccccc3C2=O)cc(OC)c1OC (stereo not given)	nt
-17%	nt	0%	nt	nt	-23%	nt	-11%	NC1=NC[C@@H](Cc2ccc(O)cc2)N1CCC12CC3CC(CC(C3)C1)C2	nt

All compounds of this part (from the top)
JMJD2A Tudor inh	BAZ2B inh	POLK inh	G9a inh	BLM inh	Pol eta inh	POLB inh	Pol iota inh	structure	APEX1 inh
-6%[11.4 µM]	-13%	-12%	-10%	-1%	9%	-3%	36%	CCNS(=O)(=O)c1ccc(NC(=O)Cn2cc([N+](=O)[O-])cn2)cc1	-2%
2%	-22%	-9%	1%[59 µM]	1%	-4%	-15%	-2%	CCOC(=O)c1ccc(NC(=O)CSc2nnc(CNC(=O)c3ccc(OC)cc3)n2CC)cc1	nt
-23%	0%	-3%	-7%[59 µM]	-2%	-12%	0%	-16%	Cc1c(Cl)cccc1NC(=O)[C@@H](NC(=O)c1ccccc1Cl)C(C)C	?
-6%	-3%	3%	?	-2%	-8%	8%	-21%	COc1cc(C(CC(=O)NCc2ccccc2)N2Cc3ccccc3C2=O)cc(OC)c1OC (stereo not given)	nt
-17%	nt	0%	nt	nt	-23%	nt	-11%	NC1=NC[C@@H](Cc2ccc(O)cc2)N1CCC12CC3CC(CC(C3)C1)C2	nt
-3%	-5%	3%	-22%	1%	-6%	-1%	17%	C/C(=N/NS(C)(=O)=O)c1ccc2ccccc2c1	2%
4%	-3%	-8%	-10%	0%	-11%	17%	51%[activator]	COc1ccc(OCCNC(=O)c2ccc(C)cc2)cc1	54%[activator]
-12%	9%	5%	-23%[59 µM]	nt	-15%	nt	6%	CCc1sc(C(=O)Nc2cc(S(=O)(=O)N3CCOCC3)ccc2OC)cc1C	-15%
7%	-2%	-14%	6%	-3%	-3%	9%	-5%	Cc1cnc(C(=O)OCC(=O)N2CCc3ccccc32)cn1	2%
-12%	-13%	-2%	?	1%	-1%	-1%	-1%	CCOC(=O)c1sc(/N=C/C2=C(O)CC(C)(C)CC2=O)c(C(=O)OCC)c1C	0%
16%	5%	4%	3%	-2%	-6%	12%	28%	CCCNC(=O)c1c(Cl)cnn1-c1ccc(C)cc1	0%
4%	?	-6%	-12%	-4%	-19%	3%	28%	COc1ccc(CN2C(=O)c3cccnc3C2=O)cc1S(=O)(=O)NC1CCCCC1C (stereo not given)	69%[activator]

Additional entries.
JMJD2A Tudor inh	BAZ2B inh	POLK inh	G9a inh	BLM inh	Pol eta inh	POLB inh	Pol iota inh	structure	APEX1 inh
-27%	-6%[57.1 µM]	5%	?	-4%	-10%	-1%	?	CC(=O)OCC[C@H](NS(=O)(=O)OCC(Cl)(Cl)Cl)c1ccccc1	52%[activator]
-21%	7%	-9%	4%[12.7 µM]	nt	?	nt	?	COc1ccc(NC(=O)CSc2nc3[nH]c(=O)cc(O)c3s2)c(OC)c1	3%
?	45µM*	-19%	nt	-5%	0%	22%	-14%	Cc1ccc(OCC(=O)N(Cc2ccc(N(C)C)cc2)C2CCS(=O)(=O)C2)cc1C (stereo not given)	10%
-6%	3%	-13%	1%	1%	-6%	2%	5%	CC(=O)Nc1ccc(NC(=O)C(C)NC(C)c2cccc3ccccc23)cc1 (stereo not given)	49%[activator]
-2%	-14%	3%	?	3%	-2%	4%	-14%	Cc1ccc2oc(=O)c3cnn(CC(=O)NCCC(C)C)c3c2c1	6%
-30%	0%	-26%	27%[59 µM]	-3%	-5%	2%	?	CCOc1ccc(NC(=O)c2c(NC(=O)c3ccccc3Br)sc3c2CCC(C)C3)cc1 (stereo not given)	nt
nt	nt	6%[60.1 µM]	-2%[0.501 µM]	3%	nt	nt	nt	CN(C)C(=O)c1ccc(-c2cncnc2NCCc2cnc[nH]2)cc1	19%
-7%	-4%	-1%	-38%[59 µM]	0%	-8%	5%	-5%	O=C(NCCCN1CCOCC1)c1ccc(Cl)c(S(=O)(=O)N2CCCCCC2)c1	0%
-21%	-15%	-10%	-16%[2.33 µM]	-5%	7%	28%	4%	COCCNc1nc(N)c([N+](=O)[O-])c(NC2CCCCC2)n1	34%
-33%	-12%	-18%	?	-3%	-21%	-1%	1%	CCS(=O)(=O)Nc1ccc(-c2cc(-c3ccccc3)c3cc(C)ccc3n2)cc1	8%
13%	11%	-7%	-5%[12.7 µM]	-1%	-11%	30%	5%	C=CCN1C(=O)/C(=C\c2ccc(Cl)cc2)N=C1SCC(=O)NC1CCCCC1	-1%
-6%	0%	-13%	8%[12.7 µM]	-1%	-2%	11%	2%	Cn1c(=O)c2c(nc(Oc3ccc4c(c3)OCO4)n2Cc2ccc(Cl)cc2)n(C)c1=O	6%

Later entries:
JMJD2A Tudor inh	BAZ2B inh	POLK inh	G9a inh	BLM inh	Pol eta inh	POLB inh	Pol iota inh	structure	APEX1 inh
-11%	-5%	-7%	nt	-2%	-10%	28%	20%	CC(=O)Nc1nonc1NC(=O)c1ccc(C(C)(C)C)cc1	0%
-20%	-21%	-15%	?	-4%	-3%	5%	-9%	Cc1ccc(C(=O)Nc2scc(-c3ccccc3)c2C(=O)O)o1	-4%
-2%	-19%	7%	-6%	-5%	-12%	-8%	-18%	Cc1ccc(C(=O)C2CCN(CC(=O)NCc3ccc(F)cc3)CC2)cc1	53%
28µM*	-31%	-5%	2.5µM*	-5%	-17%	8%	-1%	CC(C)n1c(-c2ccc(C(C)(C)C)cc2)n[nH]c1=S	-2%
-7%	-10%	-27%	11%	-6%	-10%	-4%	14%	CC1(C)Cc2c(cnn2-c2ccc(F)cc2)C(NC(=O)c2ccco2)C1 (stereo not given)	25%
28%	28%	-8%	-2%[59 µM]	-3%	-23%	3%	-6%	Cc1ccc(N(C)S(=O)(=O)c2nnc(NC(=O)C3CCCCC3)s2)cc1	nt
-27%	nt	-5%	nt	nt	-23%	nt	24%	CC[C@H](C)[C@H]1O[C@]2(CC[C@@H]1C)C[C@@H]1C[C@@H](CC=C(C)[C@@H](O[C@H]3C[C@H](OC)[C@@H](O[C@H]4C[C@H](OC)[C@@H](O)[C@H](C)O4)[C@H](C)O3)[C@@H](C)C=CC=C3CO[C@@H]4[C@H](O)C(C)=C[C@@H](C(=O)O1)[C@]34O)O2	nt
-21%	-28%	-5%	?	-9%	-11%	-19%	27%	O=C(Nc1c(C(=O)N2CCN(c3ccccc3)CC2)oc2ccccc12)c1ccc(Br)o1	nt
-12%	-1%	-3%	20%	-5%	-7%	47%	132%[activator]	O=C(NC1CCCCC1)C1c2ccccc2C(=O)N1Cc1ccc2c(c1)OCO2 (stereo not given)	13%
-18%	-10%	-8%	-4%	-3%&-4%	-23%	20%	21%	Cc1cc(C(=O)N[C@H](c2ccccc2)[C@@]2(C)C[C@@H]2[C@@H](C)C(=O)Nc2ccc3ccccc3c2)no1	9%&7%
-21%	7%	-6%	0%[0.501 µM]	nt	-8%	nt	31%[activator]	CCOc1ccc(CCNC(=O)COC(=O)/C=C/c2cccc(OC)c2)cc1OCC	6%
-18%	nt	-16%	nt	nt	-9%	nt	?	C=C1CCN([C@@H](CC(C)C)C(=O)NCc2ccco2)S(=O)(=O)c2ccccc21	nt

The list continues:
JMJD2A Tudor inh	BAZ2B inh	POLK inh	G9a inh	BLM inh	Pol eta inh	POLB inh	Pol iota inh	structure	APEX1 inh
20µM*	50µM*	2%	14µM*	-1%	1%	-1%	4%	COc1cc(CN2CCc3ccccc3C2)ccc1O	-4%
35µM*	79µM*	-2%	28µM*	2%	5%	0%	-1%	C(=N\c1nccs1)/Nc1nccs1	5%
-9%	3%	-5%	5%	2%	-11%	8%	46%[activator]	Cc1ccc(-c2nc(C3CCCN(S(=O)(=O)c4ccc(C(C)(C)C)cc4)C3)no2)cc1 (stereo not given)	-2%
-11%	1%	6%	8%[12.7 µM]	-2%	-10%	0%	11%	COc1cc(CCCN2C(=O)C(=O)NC[C@@H]2c2ccccc2)cc(OC)c1OC	2%
-1%	nt	-1%	nt	nt	-2%	nt	24%	CC(=NNC(=O)c1ccncc1)c1ccc(Cl)c(Cl)c1	nt
4%	-13%	1%	6%	-2%	-8%	1%	-23%	O=C(CN1C(=O)COc2ccccc21)NNC(=O)Nc1ccccc1F	64%[activator]
-2%	3%	1%	nt	2%	-17%	?	28%	O=C(NNC1=NS(=O)(=O)c2ccccc21)c1cccc([N+](=O)[O-])c1	2%
-10%	8%	4%	13%[59 µM]	-1%	-12%	27%	18%	Clc1ccc(Cc2ccccc2)nn1	-1%
-21%	?	-6%[60.1 µM]	6%[59 µM]	4%	-8%	14%	4%	CCNC(=O)CCCN1C(=O)CCn2nc(-c3cccn3C)cc21	nt
-9%	-1%	-13%	?	-3%	5%	1%	-4%	CCCCNC(=O)c1ccccc1NC(=O)CCC	2%
20µM*	5%	-9%	18µM*	nt	-19%	nt	43%[activator]	N#CC1(NC(=O)COc2ccccc2[N+](=O)[O-])CCCCC1	3%

High-throughput results: PubChem BioAssay, National Center for Advancing Translational Sciences (NCATS)
